# Screening data (PubChem BioAssay)
# Runt-CBFb FRET – blocks binding of human RUNX1 Runt domain to CBFb. Cerulean-Runt/Venus-CBFb FRET ratio 530/480, 1 h. inhibition, % at 20 µM. 220,000 compounds, 0.46% hits. AID 1496;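 active = inhibition over about 50% at 20 µM in the single-dose screen, limit read from the data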;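 also: 0% = DMSO wells and 100% = excess unlabeled CBFb competitor control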
# Target sequence (Q01196 whole entry, looked up, the tested form may be a part): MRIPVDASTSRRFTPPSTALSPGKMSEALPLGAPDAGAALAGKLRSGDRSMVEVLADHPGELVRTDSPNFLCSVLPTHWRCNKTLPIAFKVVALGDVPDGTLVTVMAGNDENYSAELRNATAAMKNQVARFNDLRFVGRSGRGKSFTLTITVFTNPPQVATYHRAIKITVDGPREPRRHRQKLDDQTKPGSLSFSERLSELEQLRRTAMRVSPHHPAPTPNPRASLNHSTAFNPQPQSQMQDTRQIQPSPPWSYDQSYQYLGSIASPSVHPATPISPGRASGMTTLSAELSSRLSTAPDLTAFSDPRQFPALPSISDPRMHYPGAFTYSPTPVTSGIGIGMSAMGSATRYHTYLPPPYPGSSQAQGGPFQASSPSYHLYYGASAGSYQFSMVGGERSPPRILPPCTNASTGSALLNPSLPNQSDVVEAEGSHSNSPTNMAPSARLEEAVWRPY
# Target sequence (Q13951 whole entry, looked up, the tested form may be a part): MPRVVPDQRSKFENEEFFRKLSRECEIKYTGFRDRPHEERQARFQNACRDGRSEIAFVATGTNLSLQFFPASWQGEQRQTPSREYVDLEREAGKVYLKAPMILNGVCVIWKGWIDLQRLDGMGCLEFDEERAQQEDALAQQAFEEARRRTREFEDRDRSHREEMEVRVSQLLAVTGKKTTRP
#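 System: Cerulean-labeled Runt domain protein | Quantity: 100 nM of each labeled protein | Schedule: 1 h compound exposure, room temperature | Detection: Fluorescence energy transfer, 422 nm excitation, 530/480 nm emission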
# Tb hexokinase – T. brucei hexokinase 1 inhibition; recombinant TbHK1, G6PDH-coupled NADH A340; inhibition, % at 10 µM; 220,000 compounds, 0.11% hits;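 active = inhibition of 50% or more in the single-dose primary screen; inactive = inhibition below 50%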
# Runt-SMMHC FRET – blocks binding of human RUNX1 Runt domain to CBFb-SMMHC. Cerulean-Runt/Venus-CBFb-SMMHC FRET ratio 530/480, 1 h. inhibition, % at 20 µM. 220,000 compounds, 0.74% hits. AID 1434;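 active = mean inhibition across duplicate retests at 20 µM reaching about 50%, limit read from the data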;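 also: 0% = DMSO wells and 100% = wells with excess untagged CBFb-SMMHC; inhibitors lower the FRET ratio by blocking Runt binding to CBFb-SMMHC; some results filed as inactive read as strong as hits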
# Hck-Nef inh – human Hck-Nef kinase inhibition | P08631 | Recombinant Hck-YEEI plus Nef, Z-Lyte FRET kinase assay | inhibition, % at 20 µM | 220,000 compounds, 0.68% hits | AID 463187;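 active = Hck-Nef kinase inhibition above about 50%, limit read from the data; inactive = inhibition below that limit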;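 also: 0% = DMSO with Hck plus Nef and 100% = Hck alone without Nef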
# MDM2 E3 inh – inhibitors of human Mdm2 E3 ubiquitin ligase. signal enhancement, % at 5 µM. 210,000 compounds, 0.11% hits. AID 1230. cell-based MDM2 ubiquitination luciferase reporter, 2 h; 0 = plate control, 100 = twice control, blank-subtracted;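 active = signal enhancement of 30% or more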;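 also: luminescence tracks abundance of the self-degrading MDM2-luciferase fusion protein; higher signal means inhibition of MDM2 E3 ligase activity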
#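 Timing – 2 h compound exposure at 37 °C · Assay system – mammalian cells stably expressing self-ubiquitinating, self-degrading MDM2 E3–luciferase fusion · Amount – 2000 cells seeded into each well · Measure – % luminescence enhancement versus blank-corrected plate control mean · Measured by – SteadyLite luminescence, 15 min reagent step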
# 14-3-3 Bad PPI – disrupts binding of bovine 14-3-3 zeta to phospho-Bad peptide; TR-FRET 14-3-3zeta/Dy647-pBad peptide displacement, 1 h; inhibition, % at 21.7 µM; 220,000 compounds, 0.71% hits; AID 781;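 active = inhibition above about 70%, limit read from the data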;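 also: 0% = full 14-3-3 plus peptide FRET controls and 100% = background without 14-3-3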
# EBV gp42 block – EBV gp42 inhibition | inhibition, % (tested at 21.74 µM) | Fluorescence polarization binding assay, mP read-out | 220,000 compounds, 0.42% hits | AID 1085; in the data active = inhibition above about 50%
# Target sequence (Q1HVG2 whole entry, looked up): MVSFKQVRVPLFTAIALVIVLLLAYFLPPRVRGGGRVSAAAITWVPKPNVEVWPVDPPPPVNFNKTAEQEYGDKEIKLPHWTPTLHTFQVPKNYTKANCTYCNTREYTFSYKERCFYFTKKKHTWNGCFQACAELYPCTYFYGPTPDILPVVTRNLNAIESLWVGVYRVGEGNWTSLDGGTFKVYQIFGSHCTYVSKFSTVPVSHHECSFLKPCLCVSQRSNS
# NCF1 inh – p47phox (human) inhibition | p47phox/p22phox peptide binding, fluorescence polarization, 2 h | inhibition, % at 24.7 µM | 220,000 compounds, 0.53% hits;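 active = inhibition above about 30%, limit read from the data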;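 also: 0% = p47phox with labelled peptide and 100% = labelled peptide alone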
# L929 necroptosis – blocks zVAD induced death of L929 cells. AID 1377. L929 zVAD necroptosis rescue, ATP luminescence, 24 h; with zVAD 60 µM. 220,000 compounds, 0.38% hits. viability rescue, % at 10 µM;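 active = activation, scaled between plate controls, above about 75%, limit read from the data; inactive = activation under that limit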;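 also: 0% = zVAD with DMSO and 100% = DMSO alone without zVAD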
# The depositor's hits bear a star; . = not tested or not shown; & = joins results of further samples; [ ] = dose if it differs, or a comment.
SMILES,Runt-CBFb FRET,Tb hexokinase,Runt-SMMHC FRET,Hck-Nef inh,MDM2 E3 inh,14-3-3 Bad PPI,EBV gp42 block,NCF1 inh,L929 necroptosis
CC(C)(C)c1cc(NC(=O)C2CCCO2)no1 (centres undefined),2.0,2.7,-0.9,5.5,-10.0,1.7,-1.5,-7.9,0.5
Cc1cc(C(=O)O)ccc1-c1ccc(/C=C2\NC(=O)N(Cc3ccc(F)cc3)C2=O)o1,115.9*,-12.3,80.3*,46.7,-6.3,28.0,4.8,-22.7,-0.2
Nc1ccccc1C#Cc1ccccc1,-0.7,-5.0,-0.6,-2.7,-17.4,11.5,-5.0,-6.4,0.1
Cc1cc(=O)[nH]c(SCCCOc2ccc(F)cc2)n1,0.0,12.0,-4.6,-0.7,1.6,11.2,-0.7,4.1,0.5
c1ccc(-c2nc3cnccn3c2Nc2ccc3c(c2)OCCO3)cc1,-0.2,-17.0,-3.5,1.4,0.1,9.7,-6.3,-8.7,-0.3
O=C1C2CC=C(Cl)CC2C(=O)N1CCN1CCOCC1 (centres undefined),2.2,-4.6,-0.3,1.1,-6.7,21.9[fluorescence artefact?],1.2,-6.1,-0.3
O=C(O)c1cccc(-n2cccc2/C=C2/NC(=O)N(c3ccc(Cl)cc3)C2=O)c1,39.0,46.2,12.6,82.4*,-4.9,93.9*,94.7*,-37.0,1.0
CCc1nc(SCC(=O)Nc2ccc(C(=O)O)cc2)n[nH]1,7.5,-3.3,1.3,15.7,-14.2,30.0[fluorescence artefact?],-22.1,-0.1,0.1
COc1ccccc1OCC(=O)O,-1.9&1.3,3.0&-3.5,2.8&3.5,-0.4&5.0,18.5&-5.4,0.7&0.2,-4.4&-2.8,-6.1&-21.5,-0.3&0.5
CN1CCN(Cc2nc3c(c(=O)n(C)c(=O)n3C)n2CCCc2ccccc2)CC1,-1.4,0.7,-2.3,2.4,-10.5,6.9,-16.3,-3.4,-0.1
CCCc1c(C)c2c(C)[nH]nc2oc1=O,-2.3,-1.6,3.1,0.0,-26.8,-5.2,-5.4,-7.3,0.5
Cc1ccc(C)c(N2CCN(C(=O)C3CCCN(S(=O)(=O)c4c(C)noc4C)C3)CC2)c1 (centres undefined),-8.2,-4.5,-2.2,2.9,-4.7,2.1,-4.6,-6.3,5.7
NC(=O)c1ccc(NC(=O)COC(=O)CCSc2ccccc2)cc1,0.8,-11.0,-5.8,6.3,-12.2,2.4,-1.0,-5.9,1.3
Cc1ccc(C(C)C)c(OCc2n[nH]c(=S)o2)c1,2.5,2.0,2.3,30.3,-13.2,-28.3,-10.5,-34.4,8.8
c1ccc(-n2nnc3ccccc32)nc1,-0.8,6.3,2.3,2.8,-4.5,-8.7,-4.4,-8.3,0.5
O=C(Nc1cccc(Cl)c1)O/N=C\c1ccncc1,2.2,0.4,-3.2,1.5,-20.6,0.8,-29.4,-20.4,-0.1
CS(=O)(=O)c1ccc2nc(NC(=O)C3CCCO3)sc2c1 (centres undefined),.,2.3,.,15.6,0.4,-9.9,-18.8,-4.1,44.9
CC1CCN(CCCn2c(=S)[nH]c3c(sc4ccccc43)c2=O)CC1,4.5,-10.1,-0.7,32.0,-2.5,-11.3,9.1,-7.5,2.3
O=C(COC(=O)c1cc(=O)[nH]c2ccccc12)Nc1nccs1,-1.8,-5.8,-2.1,43.1,-9.8,1.6,18.4,-13.1,0.2
CCCCN(NC(C)=O)c1nc(Cl)nc(NC(C)C)n1,3.0,-3.4,0.4,0.7,-23.8,2.2,-10.3,-20.8,-0.6
COc1ccc(CN2C(=O)N(c3ccccc3)C(=O)C2CC(=O)Nc2ccccc2)cc1OC (centres undefined),1.8,0.1,-2.1,14.6,-32.6,4.9,-11.5,3.8,2.4
Cc1ccc(-c2nn3c(C)nnc3s2)cc1NC(=O)c1ccc(OC(C)C)cc1,-11.0,-10.6,-3.1,-0.5,-13.3,-18.4,-10.8,-1.4,-0.4
COc1ccc(CCNC(=O)CSc2nc(-c3ccco3)cc(C(F)(F)F)n2)cc1,-4.7,-16.7,-1.9,5.3,-14.7,-0.9[fluorescence artefact?],1.3,-7.2,-0.6
COC(=O)c1nnn(Cc2ccccc2)c1N,0.3,1.7,1.8,-0.4,-10.7,7.4,2.3,2.8,-0.5
COc1ccc(NC(=O)C(NC(=O)c2ccc(=O)[nH]c2)c2ccc(OC)cc2)cc1 (centres undefined),-0.1,-2.1,3.6,1.7,.,1.9,-17.8,-7.0,1.3
NS(=O)(=O)c1ccc(CNC(=O)c2cc(-c3ccccc3)nc3ccccc23)cc1,-1.0,-11.1,1.3,26.1,.,4.1,-40.3,-5.8,-0.9
CCOC(=O)C1CCc2nc3ccccc3c(=O)n21 (centres undefined),-0.9,1.6,2.4,0.2,-19.9,-0.5[fluorescence artefact?],-11.1,2.8,0.3
Cc1onc(-c2ccccc2Cl)c1C(=O)OCC(=O)Nc1ccc2c(c1)OCO2,-2.0,-5.5,-4.9,-3.8,-12.7,-8.9[fluorescence artefact?],-6.5,-13.3,-1.5
Cc1sc(=NC(=O)c2ccco2)n(C)c1-c1ccccc1,0.8,-43.4,7.2,-1.9,-3.3,4.6[fluorescence artefact?],-26.4,-12.9,0.2
COc1ccccc1N1CCN(CC(O)COCc2cccs2)CC1 (centres undefined),1.3,-3.1,-6.1,22.5,-10.5,-6.9,2.0,-3.6,0.3
O=C(COC(=O)c1ccc2c(c1)OCCO2)Nc1cccc(S(=O)(=O)N2CCOCC2)c1,-1.7,2.4,0.8,33.9,-4.7,-4.2,-12.0,-14.9,0.1
COc1ccc(OC)c(N=Cc2c(O)[nH]c3ccccc23)c1,-14.6,0.9,-29.2,3.7,8.2,4.2,6.3,-27.6,1.4
CCOC(=O)c1cccc(NC(=O)c2cccs2)c1,0.6,-3.0,-2.5,1.8,1.0,2.4,-5.6,-6.4,0.4
CCN(CC)C(=O)CC1(c2ccccc2OC)CCOC(C(C)C)C1 (centres undefined),-1.5,-1.2,1.3,-1.0,-9.4,7.3,-24.3,-8.5,-0.6
Cc1cc(C)cc(NS(=O)(=O)c2ccc3oc(=O)ccc3c2)c1,2.0,-2.1,-3.2,1.6,-12.6,-10.9,-4.8,-14.4,0.7
CCCCc1nc2n[nH]c(N)c2c2c1CCCC2,1.0,-19.1,-3.0,1.7,-3.8,-4.4[fluorescence artefact?],-5.3,12.9,3.5

# Some values from the list.
# Tb hexokinase result of `COc1ccccc1N1CCN(CC(O)COCc2cccs2)CC1` (centres undefined) : -3.1
# Hck-Nef inh result of `CCCCc1nc2n[nH]c(N)c2c2c1CCCC2` : 1.7
# Tb hexokinase result of `CCOC(=O)c1cccc(NC(=O)c2cccs2)c1` : -3.0
# EBV gp42 block result of `Cc1sc(=NC(=O)c2ccco2)n(C)c1-c1ccccc1` : -26.4

# Part of the list above, with each value named.
Cc1cc(=O)[nH]c(SCCCOc2ccc(F)cc2)n1
  Runt-CBFb FRET = 0.0
  Tb hexokinase = 12.0
  Runt-SMMHC FRET = -4.6
  Hck-Nef inh = -0.7
  MDM2 E3 inh = 1.6
  14-3-3 Bad PPI = 11.2
  EBV gp42 block = -0.7
  NCF1 inh = 4.1
  L929 necroptosis = 0.5
Cc1ccc(C)c(N2CCN(C(=O)C3CCCN(S(=O)(=O)c4c(C)noc4C)C3)CC2)c1 (centres undefined)
  Runt-CBFb FRET = -8.2
  Tb hexokinase = -4.5
  Runt-SMMHC FRET = -2.2
  Hck-Nef inh = 2.9
  MDM2 E3 inh = -4.7
  14-3-3 Bad PPI = 2.1
  EBV gp42 block = -4.6
  NCF1 inh = -6.3
  L929 necroptosis = 5.7

# Next compounds:
SMILES,Runt-CBFb FRET,Tb hexokinase,Runt-SMMHC FRET,Hck-Nef inh,MDM2 E3 inh,14-3-3 Bad PPI,EBV gp42 block,NCF1 inh,L929 necroptosis
COc1cc(-c2nnc(COc3ccc(Cl)cc3C)o2)cc(OC)c1OC,-1.6,-5.6,-7.8,3.6,-6.5,-6.8[fluorescence artefact?],0.5,-4.8,-0.6
COc1ccccc1C(=O)NCC(=O)OCC(=O)Nc1cccc(S(=O)(=O)N(C)C)c1,-0.2,-5.4,1.9,-3.4,-3.2,8.8,3.5,-9.2,0.9
CCOC(=O)CSc1nnc(-c2cccnc2)o1,0.0,1.1,-2.8,7.3,8.0,-4.3,-24.0,-2.2,0.3
COCCN(C(=O)CNC(=O)c1ccco1)C(C(=O)NC1CCCCC1)c1cccs1 (centres undefined),-0.9,5.5,0.7,11.5,.,-1.3,-24.9,-19.8,0.1
CN(Cc1nc(-c2cnccn2)no1)CC1(c2ccccc2)CC1(C)C (centres undefined),-2.0,-5.8,-7.4,7.6,-9.9,-3.2,-8.6,1.7,-0.8
CC(=O)N1CCc2cc(Br)cc(S(=O)(=O)N3CCCCCC3)c21,-0.7,-3.4,3.7,2.8,8.0,-5.9,-7.5,2.1,0.1
Cc1ccc(NC(=O)c2cccc(C(=O)OC(C)C)n2)c(Br)c1,-7.4,1.0,-1.0,31.7,6.8,-4.4,-11.7,-7.4,3.6
Brc1ccc2oc3c(N4CCOCC4)ncnc3c2c1,0.8,-15.5,-0.3,4.5,-11.6,-0.8,-3.3,3.6,31.8
O=C1CC(c2cccc(Oc3ccccc3)c2)NC(=O)N1 (centres undefined),-4.2,7.5,-2.5,1.2,-19.3,10.9,4.6,-3.4,-0.3
N#C/C(=C\C=C\c1ccccc1)C(=O)Nc1ccccc1,-0.8,-9.1,-4.8,2.1,-2.8,3.9,-8.3,-10.7,-0.4
C[C@H](NC(=O)c1nc[nH]c1C(=O)NC(c1ccccc1)c1ccccc1)C(=O)OC(C)(C)C,0.8,0.5,-6.8,-5.8,.,-10.5,5.4,-11.1,-0.6
COc1ccc(NC(=O)CSc2nnc(-c3ccc(C)cc3)n2N)cc1,-2.5,7.7,1.0,4.2,-14.8,-5.9,-2.9,-3.4,1.8
COc1ccc(NC(=O)C2CCCN2C(=O)OC(C)(C)C)cc1 (centres undefined),0.1,-3.6,-1.8,15.7,-3.3,3.0,-5.3,5.5,4.0
O=C(OCn1nnc2ccccc2c1=O)C1=COCCO1,-2.9,0.1,2.6,-2.2,-15.1,-0.3[fluorescence artefact?],-19.1,-10.1,-0.1
O=S(=O)(c1cccc(F)c1)N1CCCN(c2ccc(C(F)(F)F)cn2)CC1,1.8,-11.7,-7.1,-5.6,-16.8,7.6,-6.3,-1.4,1.1
CCOC(=O)c1cc2ccccc2n1CCN(CC)CC,-1.2,-8.9,5.0,0.5,-16.8,6.4,-13.0,-9.9,0.5
Cc1ccc2nc3c(cc2c1)c(NC(=O)c1ccco1)nn3CC(C)C,49.8,19.5,81.2*,17.1,-20.9,-0.3,-8.2,-17.3,1.0
CCOc1ccc(S(=O)(=O)Nc2ccccc2C(=O)NCc2ccco2)cc1,-0.4,1.6,-8.0,-0.9,-7.3,15.4,0.5,-9.8,-0.2
COc1ccc(-c2nc(CSCC(=O)N3CCc4ccccc4C3)c(C)o2)cc1OC,5.9,-5.8,1.7,5.6,-15.6,-3.2[fluorescence artefact?],4.6,2.0,0.7
Cc1ccc(-n2nnnc2-c2cnc(-c3cccnc3)nc2C(F)(F)F)cc1,-5.9,-0.8,-0.5,1.9,9.4,8.5,-32.5,-2.1,-0.6
O=C(Cn1nc2n(c1=O)-c1ccccc1SC2)N/N=C/c1ccncc1,0.4,-2.4,-0.5,23.7,0.5,-3.0,-6.6,-5.3,0.3
CCCCN(C)C(=O)c1sc2ncn(CC)c(=O)c2c1C,-0.8,-7.1,-0.7,0.5,-0.4,2.4,-5.6,-10.0,0.1
